Screening data (PubChem BioAssay)
RAM network inh: inhibitors of the yeast RAM network. S. cerevisiae dse1pr::URA3 reporter, 5-FOA growth OD615, 2 d; analog-sensitive cbk1-as2 kinase mutant strain. inhibition, % at 50 µM. 1.8% of 190,000 active;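 active means inhibition above a set limit, 3 SD over mean compound inhibition, cut at about 8.4% in these data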;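 further: 0% = DMSO-only wells with no growth and 100% = 10 µM 1-NA-PP1 full growth; inhibition rescues growth on 5-FOA so higher OD means more RAM inhibition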
NF-kB neuron act: compounds increasing NF-kB expression in human neuronal cells. NF-kB reporter expression; active compounds read high. fold change at 12.5 µM. 1.6% of 190,000 active; in the data active means fold change above about 3.3
STAT1 activator: increases IFN-gamma driven STAT1 reporter signal | NIH 3T3 STAT1-luciferase reporter, luminescence; 100% = IFN-gamma alone, no compound | activation (% of control), % at 5.5 µM | 2.6% of 200,000 active | AID 932;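 active means activation above the screen-wide mean activation plus 3 SD, cut at about 130% in these data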;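 further: raw ratio to IFN-gamma control signal so 100% means no change and 0% no light; values of inactives mirror those of a sister screen read the other way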
FLuc inhib CS: Photinus pyralis luciferase inhibition counter-screen | ATPLite firefly luciferase biochemical luminescence, 10 min | inhibition, % at 10 µM | 1.5% of 200,000 active | P08659;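 active means inhibition above about 50% when tested at 10 µM, limit read from the data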
Target sequence (P08659 whole entry, looked up): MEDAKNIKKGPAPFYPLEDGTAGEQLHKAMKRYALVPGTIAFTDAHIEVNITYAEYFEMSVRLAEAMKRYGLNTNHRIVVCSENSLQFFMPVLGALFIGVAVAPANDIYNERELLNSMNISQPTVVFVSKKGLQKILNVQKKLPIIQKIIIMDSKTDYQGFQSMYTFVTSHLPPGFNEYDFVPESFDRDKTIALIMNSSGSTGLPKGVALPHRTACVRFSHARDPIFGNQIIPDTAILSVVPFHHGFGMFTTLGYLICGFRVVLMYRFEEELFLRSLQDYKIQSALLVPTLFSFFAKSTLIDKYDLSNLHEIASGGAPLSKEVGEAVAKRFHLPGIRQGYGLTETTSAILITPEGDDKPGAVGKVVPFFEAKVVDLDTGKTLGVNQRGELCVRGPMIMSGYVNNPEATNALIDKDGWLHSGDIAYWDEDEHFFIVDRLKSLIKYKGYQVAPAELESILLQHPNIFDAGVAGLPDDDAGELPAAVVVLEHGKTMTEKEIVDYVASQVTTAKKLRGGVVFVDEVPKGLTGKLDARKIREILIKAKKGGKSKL
APP 5'UTR act: activates APP 5'UTR luciferase reporter; SH-SY5Y APP 5'UTR luciferase reporter, luminescence; zero percent = DMSO vehicle wells; activation, % at 2 µM; 1% of 190,000 active;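 active means activation above a set limit, based on mean plus 3 SD of controls, cut at about 140% in these data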; further: values of inactives mirror those of a sister screen read the other way
APP 5UTR inh: APP translation inhibition; SH-SY5Y APP 5'UTR-luciferase reporter, luminescence; inhibition, % at 2 µM; 0.82% of 190,000 active;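 active means inhibition above a set limit, derived from the sample mean plus 3 SD, cut at about 45% in these data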; further: values of inactives mirror those of a sister screen read the other way
Hsp70 act: switches on Hsp70 transcription; AID 1203; activation, % at 10 µM; HeLa Hsp70 promoter luciferase reporter, luminescence; scaled: vehicle 0, proteasome-inhibitor control 100%; 0.04% of 200,000 active;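 active means activation above the mean across all tested compounds plus 3 SD, cutoff set per campaign, cut at about 5.5% in these data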;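 further: 100% = MG132 at 30 µM as the positive control and 0% = DMSO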
STAT3 activator: increases IL-6 driven STAT3 reporter signal | 0.91% of 190,000 active | U3A cells, IL-6 STAT3-luciferase reporter, luminescence; 100% = signal with IL-6 EC80 alone | activation (% of control), % at 5.6 µM;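 active means activation above the screen-wide mean of compound activation plus 3 SD, cut at about 130% in these data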;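 further: 0% = background luminescence of wells with medium and substrate only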
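System – human U3A cells carrying STAT3-luciferase construct · Probe or stimulus – Interleukin-6, 33 ng/mL · Schedule – compound 1 h, then IL-6 6 h at 37 °C · Signal – luminescence from STAT3-driven luciferase reporter · Evaluation – percent of IL-6-only median luminescence · Benchmarks – IL-6-only high control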
STAT3 blocker: inhibitors of IL-6 induced STAT3 signaling; 0.89% of 190,000 active; inhibition, % at 5.5 µM; U3A cells, IL-6 STAT3-luciferase reporter, luminescence; host cell line lacks STAT1;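 active means inhibition above the mean inhibition across all screened compounds plus 3 SD, cut at about 44% in these data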;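 further: 0% = DMSO only wells and 100% = 100 µM nifuroxazide control wells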
STAT1 blocker: STAT1 signaling inhibition; NIH 3T3 STAT1-luciferase reporter, IFN-gamma, luminescence; inhibition, % at 5.5 µM; 0.35% of 200,000 active; AID 920;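 active means inhibition above a set limit, the mean inhibition across all tested compounds plus 3 SD, cut at about 34% in these data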;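 further: 0% = IFN-gamma with DMSO and 100% = IFN-gamma with 300 µM nifuroxazide; values of inactives mirror those of a sister screen read the other way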
Starred values were filed as active, the others as inactive; . = not tested or not shown.

SMILES	RAM network inh	NF-kB neuron act	STAT1 activator	FLuc inhib CS	APP 5'UTR act	APP 5UTR inh	Hsp70 act	STAT3 activator	STAT3 blocker	STAT1 blocker
O=C(Nc1ccc(CN2CCCCC2)cc1)Nc1ccccc1Cl	1.5	1.8	115	4	42	-42	0.6	105	-2	-20
COc1ccccc1Cn1c(=S)[nH]c2cc(C(=O)NCC3CCCO3)ccc2c1=O (stereo not drawn)	1.8	0.71	88	-3	-7	7	0.0	90	15	12
COC(=O)c1c(C(=O)OC)c2n(c1C)CCC2	2.1	0.97	98	-4	-12	12	-0.1	100	0	0
CCc1onc(C)c1C(=O)Nc1cc(C)ccc1OC	1.6	1.2	105	1	-11	11	-0.1	92	10	-5
Cc1nnc(Nc2ccc3c(c2)ncn3C)c2ccccc12	0.0	2.6	102	1	-4	4	-0.6	97	7	-2
COc1ccc2oc(=O)c(C(=O)Nc3ccccc3-c3ccccc3)cc2c1	2.2	1.6	.	-6	-5	5	.	.	.	.
COC1(C)CC2C(CC1OC(=O)c1cc([N+](=O)[O-])cc([N+](=O)[O-])c1)C2(C)C (stereo not drawn)	2.0	1.4	106	-7	18	-18	-0.2	91	11	-7
COc1ccc(N2CCN(C(c3cccs3)C(C)NC(=O)c3ccco3)CC2)cc1 (stereo not drawn)	1.6	0.73	100	-4	2	-2	-0.1	97	8	0
COc1ccc(-c2cc(C(=O)N3CC4(C)CC3CC(C)(C)C4)no2)cc1OC (stereo not drawn)	0.9	0.93	100	-6	-5	5	-0.1	102	1	0
Cc1ccc(-c2ccc(/C=C3\C(=O)ON=C3c3ccccc3)o2)c([N+](=O)[O-])c1	6.9	1.2	94	3	-12	12	-0.5	102	-2	7
CC(C)Oc1ccc(Cc2cnc(N)nc2N)cc1	-0.3	1.1	102	7	-9	9	-0.1	101	4	-3
O=C(Nc1cccc(Cl)c1N1CCCC1)c1cc2ccccc2o1	1.3	2.1	107	3	0	0	0.3	104	-1	-8
Cc1cc(C2=NNC(=NC3CC3)SC2)c(C)n1Cc1ccco1	1.5	0.36	53	96*	-47	47*	-0.7	29	85*	52*
O=C(COc1ccccc1)Nc1ccc(CN2CCCCC2)cc1	2.1	.	113	-4	-4	4	0.4	101	4	-17
CCOc1ccc(N=C2NN=C(c3cc(C)n(CC4CCCO4)c3C)CS2)cc1 (stereo not drawn)	4.2	1.6	122	2	8	-8	-0.3	112	-9	-26
O=C(NCc1ccccc1F)C1CCN(C(=O)NCc2ccccc2)CC1	0.8	0.93	97	-9	18	-18	-0.5	101	1	3
Cc1sc2nc(-c3ccncc3)[nH]c(=O)c2c1-c1ccccc1	3.6	1.1	89	1	-16	16	0.4	103	-5	12
CC(C)CN1C(=O)/C(=C/c2cccs2)NC1=S	6.5	1.4	97	-4	-15	15	-0.1	98	6	3
Cc1cc(S(=O)(=O)N(C)CCc2ccccc2)ccc1-n1cnnn1	0.9	1.3	104	-7	-9	9	-0.3	95	10	-4
O=C(Nc1cccc(Cl)c1)c1ccc(F)c(S(=O)(=O)NCc2ccc3c(c2)OCO3)c1	5.9	1.1	96	-5	19	-19	-0.5	101	2	5
CCn1cc(CNCc2cn(-c3ccccc3C)nc2-c2ccc(OC)c(F)c2)cn1	0.6	0.83	102	-6	-10	10	-0.4	100	4	-4
S=c1[nH]nc(COc2ccc3c(c2)OCO3)n1-c1ccccc1	-1.7	1.1	99	6	-4	4	-0.6	102	-2	2
Cc1nc(SCc2ccc([N+](=O)[O-])cc2)nc2ccccc12	9.5*	1.1	94	-5	1	0	0.1	81	29	10
COc1ccc(-c2nc(N)ncc2-c2csc(C)n2)c(O)c1OC	-0.6	1	99	-4	-11	11	-0.1	103	4	-1
COc1ccccc1Cc1nnnn1CC(=O)O	-0.9	1.1	111	-6	0	0	-0.2	104	0	-12

STAT1 blocker: hit marks shown above.
Compound	RAM network inh	NF-kB neuron act	STAT1 activator	APP 5'UTR act	APP 5UTR inh	Hsp70 act	STAT3 activator	STAT1 blocker
Cc1cc(C2=NNC(=NC3CC3)SC2)c(C)n1Cc1ccco1	1.5	0.36	53	-47	47*	-0.7	29	52*

Next results:
SMILES	RAM network inh	NF-kB neuron act	STAT1 activator	FLuc inhib CS	APP 5'UTR act	APP 5UTR inh	Hsp70 act	STAT3 activator	STAT3 blocker	STAT1 blocker
CCC(C)(C)NC(=O)CN(C(=O)c1csnn1)c1ccccc1-c1ccccc1	4.2	0.96	93	0	22	-22	-0.1	101	4	5
COCCNC(=O)CN(C)S(=O)(=O)c1ccc(Br)cc1	3.9	1.1	101	-7	-3	3	-0.4	100	4	-1
O=C(Nc1nc(-c2ccc(-c3ccccc3)cc2)cs1)c1cnccn1	2.3	1.4	113	5	11	-11	-0.2	93	11	-14
CC(=O)c1cccc(NC(=O)CN(c2ccccc2)S(C)(=O)=O)c1	0.6	1.1	103	-6	-4	4	0.0	97	10	-4
CCCCC1(C)Nc2ccccc2-c2nc3ccccc3n21 (stereo not drawn)	0.5	1.6	119	-2	23	-23	-0.2	93	12	-21
CC1CCCN(C(=O)COC(=O)c2n[nH]c3ccccc23)C1 (stereo not drawn)	-0.1	2	112	35	35	-35	0.2	110	-7	-13
Cc1ccc(C)c(OCC(=O)N2CCN(C(=O)c3ccco3)CC2)c1	0.4	1.1	95	-2	1	-1	-0.4	100	3	5
O=C(c1ccc(S(=O)(=O)NCc2ccco2)cc1)N1CCCC1	-0.4	1.1	106	3	21	-21	0.2	105	-5	-7
CCNc1nc(C(=O)O)nc(N2CCOCC2)n1	-0.1	1	113	-9	23	-23	0.0	101	1	-16
Fc1ccccc1NC(=S)N1CCN(Cc2ccc3c(c2)OCO3)CC1	1.1	1.2	100	-8	-18	18	-0.5	101	2	-1
COc1cccc(N/C(N)=N/c2nc(C(F)(F)F)cc(=O)[nH]2)c1	3.3	1	91	-4	-7	7	-0.4	102	-7	10
CC(=O)N1CCC(N(CCCOC(C)C)C(=O)Nc2ccc(Cl)cc2)CC1	.	.	103	.	-15	15	-0.3	98	8	-3
CC1CCCC(C)N1C(=O)Cn1c(SCC(=O)NCc2ccc3c(c2)OCO3)nc2ccccc21 (stereo not drawn)	8.9*	1.2	101	-1	9	-9	-0.1	103	1	-1
Nc1nnnn1/N=C/c1ccccc1C(F)(F)F	3.9	1.1	103	-4	4	-4	-0.5	109	-6	-3
Cc1ccc(C(=O)NC(=S)Nc2ccc(NC(=O)c3cccs3)cc2)cc1[N+](=O)[O-]	1.7	1.2	107	-3	-24	24	-0.2	105	-11	-8
OCCC1CN(Cc2cccc3c2OCO3)CCN1Cc1ccccc1 (stereo not drawn)	1.6	1.2	100	-1	0	0	0.4	110	1	-1
COc1ccc(-n2nnnc2-c2cccnc2)cc1	1.6	1.3	105	-5	-15	15	0.1	96	6	-2
CCCC(=O)Nc1cc(Cl)ccc1C	0.4	1.3	97	-7	8	-8	-0.2	99	4	1
CCC(=O)N1CCc2cc(S(=O)(=O)NCCC(=O)Nc3ccccc3C)ccc21	0.3	0.9	96	-4	-14	14	-0.3	109	-8	4
CCCCc1ccc(NC(=S)N2CCN(c3ncccn3)CC2)cc1	6.3	1	97	0	28	-28	-0.4	96	6	1
CC1CN(c2c3c(nc4ncnn24)CCCC3)CC(C)O1 (stereo not drawn)	-0.7	1.1	93	-8	-4	4	-0.3	101	4	8
CCOC(=O)N1CCN(C(=O)C(=O)NN)CC1	0.2	1.2	98	-1	-8	8	-0.3	97	6	1
CCN(CC)C(=O)Oc1ccc2cc(Br)ccc2c1	-0.4	2.1	114	-3	24	-24	-0.3	94	10	-15
COCCN(C(=O)CNC(=O)c1cccs1)C(C(=O)NC1CCCCC1)c1ccco1 (stereo not drawn)	-1.2	0.78	102	-10	2	-2	-0.5	104	-2	-3
CN(C)c1nc(N)c([N+](=O)[O-])c(NCCO)n1	-0.5	1.1	104	-8	-11	11	-0.4	97	6	-4

Quoted from the listing.
CCCCC1(C)Nc2ccccc2-c2nc3ccccc3n21 (stereo not drawn) @ APP 5UTR inh = -23
COc1ccc(-n2nnnc2-c2cccnc2)cc1 @ NF-kB neuron act = 1.3
CC1CCCC(C)N1C(=O)Cn1c(SCC(=O)NCc2ccc3c(c2)OCO3)nc2ccccc21 (stereo not drawn) @ Hsp70 act = -0.1
Cc1ccc(C(=O)NC(=S)Nc2ccc(NC(=O)c3cccs3)cc2)cc1[N+](=O)[O-] @ RAM network inh = 1.7
CCCCc1ccc(NC(=S)N2CCN(c3ncccn3)CC2)cc1 @ STAT1 activator = 97
CCNc1nc(C(=O)O)nc(N2CCOCC2)n1 @ Hsp70 act = 0.0

At a glance, part of the list above:
SMILES	RAM network inh	NF-kB neuron act	STAT1 activator	FLuc inhib CS	APP 5'UTR act	APP 5UTR inh	Hsp70 act	STAT3 activator	STAT3 blocker	STAT1 blocker
CCC(C)(C)NC(=O)CN(C(=O)c1csnn1)c1ccccc1-c1ccccc1	4.2	0.96	93	0	22	-22	-0.1	101	4	5
COCCNC(=O)CN(C)S(=O)(=O)c1ccc(Br)cc1	3.9	1.1	101	-7	-3	3	-0.4	100	4	-1

Filtered by structure: those above containing an aryl thioether with sulfur outside any ring.
SMILES	RAM network inh	NF-kB neuron act	STAT1 activator	FLuc inhib CS	APP 5'UTR act	APP 5UTR inh	Hsp70 act	STAT3 activator	STAT3 blocker	STAT1 blocker
Cc1nc(SCc2ccc([N+](=O)[O-])cc2)nc2ccccc12	9.5*	1.1	94	-5	1	0	0.1	81	29	10
CC1CCCC(C)N1C(=O)Cn1c(SCC(=O)NCc2ccc3c(c2)OCO3)nc2ccccc21 (stereo not drawn)	8.9*	1.2	101	-1	9	-9	-0.1	103	1	-1

Additional structures
SMILES	RAM network inh	NF-kB neuron act	STAT1 activator	FLuc inhib CS	APP 5'UTR act	APP 5UTR inh	Hsp70 act	STAT3 activator	STAT3 blocker	STAT1 blocker
O=C(N/N=C/c1ccc2c(c1)OCO2)c1cc(-c2ccc(F)cc2)nc2ccccc12	5.3	1.4	98	13	-3	3	-0.2	98	0	3
O=C(COC(=O)[C@H](Cc1ccccc1)NS(=O)(=O)c1ccccc1F)NC1CCCCC1	1.5	1.1	100	-1	.	.	-0.3	104	-7	1
CCOC(=O)COc1c(C(=O)OC)sc2ncccc12	0.0	1.1	101	-8	10	-10	-0.2	96	10	-1
COc1cc(NC(=O)CSc2nccc(C)n2)c(C(=O)O)cc1OC	4.4	1.1	103	-4	7	-7	0.5	114	-12	-3
Cn1cc(C(=O)c2cccc(Cl)c2)cc1C#N	1.8	0.88	93	-4	6	-6	-0.5	96	6	5
CCCCNC(=O)c1onc(CSc2ccc(OC)cc2)c1C(=O)O	1.7	1	105	-7	7	-7	-0.4	100	7	-5
CCOC(=O)c1ccc(NC(=O)c2n[nH]c(=O)c3ccccc23)cc1	3.3	1.2	106	8	37	-37	-0.2	94	12	-10
O=C(CO/N=C/c1ccc(OC(F)F)cc1)NCc1ccco1	1.3	1.2	102	-6	-4	4	-0.1	105	-3	-3
NC(=S)Nc1cccc2[nH]ncc12	1.1	0.98	103	-4	2	-2	0.0	106	5	-4
O=C(CN1C(=O)COc2ccccc21)Nc1ccc2c(c1)OCCO2	2.6	1	108	-2	10	-10	-0.1	106	0	-7
CC1=CC(=C(C#N)C#N)c2ccccc2N1C	1.9	1.2	98	-3	2	-2	-0.4	85	20	1

Compounds as they come; overall some 7.7% were active at least once.
